# PHOSPHO1 inh – blocks human PHOSPHO1 phosphatase activity | Q8TCT1 | recombinant PHOSPHO1, absorbance phosphatase assay | inhibition, % at 13.3 µM | 290,000 tested, 1.1% active | AID 1565; in the data active = inhibition above about 60%
# MEKK3 PB1 HTS – modulators (inhibitors or enhancers) of MEK5 binding to human MEKK3 PB1 domain | binding response (% of control), % at 10 µM | 290,000 tested, 1.4% active | Q99759 | bead-based flow cytometry, Alexa488-MEK5 binding to MEKK3; actives lie on both sides; 0 = blocked by unlabeled MEK5, 100 = vehicle | AID 1529;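 active = binding response more than 3 SD above or below the average of its plate-row segment, actives on both sides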;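 also: Alexa488 bead fluorescence after subtracting the streptavidin-only scavenger bead signal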
# CHRM4 PAM – potentiates acetylcholine response at human M4 receptor. P08173. CHO-K1 hM4/Gqi5, Fluo-8 calcium fluorescence, ACh EC20; 0% = ACh EC20, 100% = maximal ACh. activation, % at 3 µM. 360,000 tested, 0.4% active. AID 624126;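 active = activation above its plate's cutoff, the mean activation of sample wells plus 3 SD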; also: some results filed as inactive read as strong as hits
# IDE cell activ – activators of human insulin-degrading enzyme in cells; P14735; HEK cells, FAbeta-B cleavage, fluorescence polarization; 0% vehicle, 100% cell-free pure enzyme wells; activation, % at 5.96 µM; 340,000 tested, 0.073% active;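 active = activation above the mean of all tested compounds plus 3 SD, set per screening campaign, cut at about 17% in these data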
# Target sequence (P14735 whole entry, looked up): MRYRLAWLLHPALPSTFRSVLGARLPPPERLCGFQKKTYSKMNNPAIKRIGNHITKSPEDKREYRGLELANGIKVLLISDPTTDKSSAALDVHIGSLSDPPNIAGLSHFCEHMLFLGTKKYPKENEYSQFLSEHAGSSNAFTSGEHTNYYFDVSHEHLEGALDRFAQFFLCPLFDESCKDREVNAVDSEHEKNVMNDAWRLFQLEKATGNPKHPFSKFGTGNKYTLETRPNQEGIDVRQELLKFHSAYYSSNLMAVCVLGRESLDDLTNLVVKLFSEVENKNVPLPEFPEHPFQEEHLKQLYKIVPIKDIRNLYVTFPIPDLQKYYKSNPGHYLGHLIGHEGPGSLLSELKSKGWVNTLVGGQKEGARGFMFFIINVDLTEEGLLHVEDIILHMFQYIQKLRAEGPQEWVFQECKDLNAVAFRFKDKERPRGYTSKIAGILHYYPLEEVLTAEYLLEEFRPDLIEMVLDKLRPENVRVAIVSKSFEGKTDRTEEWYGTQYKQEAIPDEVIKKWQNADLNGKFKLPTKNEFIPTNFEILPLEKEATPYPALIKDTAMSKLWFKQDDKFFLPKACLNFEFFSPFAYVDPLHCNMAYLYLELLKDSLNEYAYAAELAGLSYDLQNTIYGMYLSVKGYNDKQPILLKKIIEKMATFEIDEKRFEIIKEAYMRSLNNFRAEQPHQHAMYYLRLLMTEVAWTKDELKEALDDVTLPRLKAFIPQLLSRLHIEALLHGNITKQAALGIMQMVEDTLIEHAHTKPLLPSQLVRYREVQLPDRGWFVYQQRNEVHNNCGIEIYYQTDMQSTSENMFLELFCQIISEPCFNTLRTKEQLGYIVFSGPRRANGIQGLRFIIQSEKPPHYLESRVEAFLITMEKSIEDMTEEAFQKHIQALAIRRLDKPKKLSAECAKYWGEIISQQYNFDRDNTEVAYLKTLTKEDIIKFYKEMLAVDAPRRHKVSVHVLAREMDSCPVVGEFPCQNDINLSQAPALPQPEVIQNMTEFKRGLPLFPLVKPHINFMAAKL
# CRFBP-R2 block – CRF-BP/CRF-R2 complex antagonism; AID 588475; HEK293 CRF-R2/CRF-BP, CRF-induced calcium fluorescence; 350,000 tested, 0.59% active; inhibition, % at 11.8 µM;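 active = inhibition of the ligand-induced calcium signal above about 50% at the single tested concentration, limit read from the data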
# IDE cell inh – cellular human IDE inhibition | HEK cells, FAbetaB cleavage, fluorescence polarization | inhibition, % at 5.59 µM | 320,000 tested, 0.41% active;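 active = percent inhibition above the average of all tested compounds plus 3 SD, set per screening campaign, cut at about 16% in these data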;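 also: IDE supplied by intact live HEK cells; FP after avidin binding of uncleaved biotin substrate so inhibition keeps polarization high; 0% = DMSO wells and 100% = 60 µM reference IDE inhibitor Ii1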
# pCIP destab – compounds decreasing mouse p/CIP protein stability | Q05BA5 | F442A p/CIP-EGFP cells, EGFP fluorescence, 16 h | decrease of EGFP signal, % at 10 µM | 290,000 tested, 0.01% active | AID 1984;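 active = EGFP signal decrease of at least 30% at 10 µM or well 3 SD below plate mean, unless failing retest; inactive = the rest, including hits failing retest or dose response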; also: some compounds called inactive have numbers as strong as hits; many of its hits are not listed in these tables
# CRFBP-R2 agonist – CRF-BP/CRF-R2 complex agonism; activation, % at 13.2 µM; 350,000 tested, 0.46% active; HEK293 CRF-R2/CRF-BP, calcium dye fluorescence (FLIPR); percent of saturating CRF peptide response;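 active = activation of at least 50%, plus an integration ratio under a set limit after plate pattern correction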;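 also: plate controls were neutral control wells without compound for no effect and CRF at EC100 for full effect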
# GalR3 antag – antagonists of human GalR3. HEK293 GalR3-CNG cAMP membrane potential fluorescence; galR3 body fused to GalR1 C-terminus. inhibition, % at 3 µM. 360,000 tested, 0.44% active. AID 651719;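 active = inhibition above the screen-wide average plus 3 SD, cut at about 13% in these data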;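 also: forskolin and galanin both at EC90 stimulate the cells; cAMP rise reported by CNG channel membrane potential dye signal; 0% = forskolin plus galanin with DMSO and 100% = forskolin alone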
# * hit, by the source's call; . = not tested or not shown.
SMILES,PHOSPHO1 inh,MEKK3 PB1 HTS,CHRM4 PAM,IDE cell activ,CRFBP-R2 block,IDE cell inh,pCIP destab,CRFBP-R2 agonist,GalR3 antag
O=c1[nH]cnc2scc(-c3ccsc3)c12,-9.6,96.0,10.3,1.7,-1.2,0.6,-0.1,-0.3,-2.8
COC(=O)c1nc(N)sc1-c1ccc(Cl)c(Cl)c1,-24.7,106.0,13.6,2.6,3.9,-1.0,0.4,-2.9,7.2
Cc1c(N=Cc2cccs2)c(=O)n(-c2ccccc2)n1C,8.8,100.0,-11.8,9.6,3.9,6.1,-8.6,-1.4,-4.8
CCOC(=O)C1=C(C)N[C@@]2(O)c3ccccc3C(=O)[C@@]12O,10.7,91.0,0.6,0.9,-0.6,8.8,-11.8,-0.2,-1.0
CCCCC(=O)Nc1sc2c(c1C(=O)OCC)CCC(C=O)=C2Cl,37.5,99.0,7.7,-1.7,.,-4.6,0.1,.,.
Cc1ccc(S(=O)(=O)NC(=NC(C)C(=O)O)c2ccccc2)cc1 (configuration not stated),-1.6,99.0,-1.8,2.2,-30.6,1.9,1.5,-2.1,-2.0
O=C1c2ccccc2C(=O)N1c1cccnc1,-2.6,101.0,-1.5,7.2,-11.6,0.3,1.5,-1.1,0.5
CCn1c2c(c(=N)c3c1CCC3)CCCC2,3.7,103.0,-1.9,.,4.2,-4.0,-14.7,-0.4,-1.3
Cc1cc(C)c(NC(N)=S)c(C)c1,24.6,103.0,1.1,.,0.2,0.6,-7.7,0.6,1.1
CCCNC(=O)c1cc(S(=O)(=O)N2CCCCC2)c[nH]1,20.2,99.0,6.0,8.1,2.8,1.8,-14.9,1.4,.
CCOC(=O)N1CCC(N(C(=O)Nc2cccc(OC)c2)C(C)CC)CC1 (configuration not stated),0.1,83.0,5.2,2.3,16.2,-3.3,-5.4,0.9,-6.8
COc1ccc(CN2CCNC(=O)C2CC(=O)NC2CCCC2)cc1OC (configuration not stated),37.6,108.0,3.4,2.1,-6.9,-2.6,-15.5,2.0,9.1
CN1C(C(=O)NCc2cccs2)=CC(c2ccc(F)cc2)=NS1(=O)=O,30.2,97.0,-3.4,-0.8,15.1,-2.2,0.0,-0.7,-7.8
O=C(O)CCCc1ccccc1,-8.7,105.0,8.8,3.6,2.1,6.0,-16.7,-0.9,-3.2
COc1ccc(C(c2sc3nc(C)nn3c2O)N2CCc3ccccc3C2)cc1 (configuration not stated),57.0,106.0,4.1,0.9,18.1,1.8,-0.7,-4.7,.
CCC(C)C(=O)N1c2ccccc2C(=C2SC(C(=O)OC)=C(C(=O)OC)S2)C(=S)C1(C)C (configuration not stated),58.2,103.0,-4.9,6.9,9.6,-4.3,14.2,-0.5,-3.8
Nc1nnc(-c2ccc(Cl)cc2)s1,-1.3,99.0,5.8,3.2,9.9,-6.5,3.5,0.0,-3.5
CCOc1ccc(NC(=S)C(C#N)=C2N(C)c3ccccc3N2C)cc1,-10.0,98.0,0.2,-1.0,-4.3,4.0,9.7,-2.1,-3.8
O=C(NCCCN1CCOCC1)c1cc(-c2ccc(F)cc2)no1,27.3,101.0,3.6,4.2,9.2,-5.1,-5.9,1.6,-7.9
CCN(CC)C(=O)CSc1nnc([C@@H](N)Cc2ccccc2)o1,6.7,107.0,12.9,9.4,-2.2,-2.0,-4.6,4.3,-3.3
CC1CCC2(CC1)NC(=S)N(c1ccccc1)N2 (configuration not stated),99.8*,102.0,3.1,-2.7,-22.6,5.6,-0.6,2.2,-5.3
COc1ccc(-c2nnn(CC(=O)N(CC(=O)NC3CCCC3)Cc3ccco3)n2)cc1OC,45.5,98.0,-8.3,0.0,6.1,-3.4,-10.3,1.6,20.6*
O=C(c1ccco1)N1CCN(c2ncnc3c2[nH]c2ccc(Cl)cc23)CC1,-7.4,99.0,.,.,.,67.5*,-6.1,.,.
CC1CCN(C(=O)C2CCCCN2S(=O)(=O)c2cccc([N+](=O)[O-])c2)CC1 (configuration not stated),12.0,104.0,9.9,0.6,2.5,2.3,-6.6,-0.2,-7.2
CCN1CCN(c2cc3nc(C)n(Cc4ccccc4)c(=O)c3cc2NC(=O)c2ccccc2F)CC1,-42.0,101.0,-18.6,2.6,-11.0,3.2,-40.9,0.0,-8.0
Cc1cc(NC(=O)COc2ccc(Cl)cc2Cl)n(-c2ccccc2)n1,17.3,96.0,-0.9,0.6,19.2,1.6,-4.5,-1.4,-1.5
Cc1cc2c(cc1C)N[C@]1(C[C@H]3CCCC(=O)N4CC[C@@H](C1)[C@@H]34)C(=NC(C)(C)CC(C)(C)C)N2,.,.,10.8,5.1,-8.0,.,.,-0.6,-8.3
Cc1ccc(S(=O)(=O)N(C)CC(=O)Nc2cccc(C)n2)cc1,-14.1,94.0,-3.7,-1.0,0.6,-1.7,-10.3,-1.0,-3.1
Cn1c(SCC(=O)Nc2ccc(Br)cc2)nc(O)cc1=O,46.4,105.0,6.4,-0.7,1.8,1.6,-10.2,-0.8,-5.6
CCCCc1n[nH]c2c1/C(=N/O)CC(C)(C)C2,-3.5,95.0,1.5,0.5,2.9,3.4,-18.5,0.4,-5.9
NC(=O)c1ccsc1NC(=O)COC(=O)c1cnccn1,.,.,7.8,-4.7,0.5,-0.3,.,-1.4,-3.8
CC(=O)N1CCOc2ccc(S(=O)(=O)N3CCC(C(=O)Nc4ccccc4F)CC3)cc21,34.4,105.0,-5.5,-4.0,0.5,0.9,11.8,-1.1,-8.3
CCC(C)Nc1nc(N)c([N+](=O)[O-])c(Nc2cc(OC)ccc2OC)n1 (configuration not stated),32.7,95.0,-32.4,-1.4,-11.4,-1.1,3.7,-1.2,-4.0
CSc1cccc(NS(=O)(=O)c2ccc(C(C)=O)cc2)c1,19.5,76.0,-18.5,9.0,0.9,5.8,-6.7,-1.4,-7.7
c1csc(CNc2ncnc3nc[nH]c23)c1,10.4,105.0,-0.4,-6.2,-4.2,0.2,-19.7,2.7,-0.1
O=C(c1ccc2c(c1)OCO2)N(c1ccc(Br)cc1)C1C=CS(=O)(=O)C1 (configuration not stated),-12.6,104.0,-0.7,3.5,-3.3,3.5,-9.5,0.7,-1.4
CCOC(=O)c1cnc2ccc(C)cc2c1NCCO,-16.7,105.0,13.3,9.2,1.2,3.4,0.4,-2.1,-3.1
OCC1(C2=NOC(O)(C(F)(F)F)C2)CCCCC1 (configuration not stated),-8.3,100.0,2.1,5.2,8.2,3.6,6.2,0.6,-4.9
Cc1cc(C)n(-c2ccc(C(=O)OCC(=O)NCc3ccco3)cc2)n1,-13.6,96.0,4.4,1.6,4.2,-0.5,-4.1,-0.5,-5.1
CSc1cccc(NC(=O)CN(c2ccc(C)cc2C)S(C)(=O)=O)c1,1.4,103.0,11.6,2.3,-15.0,3.1,5.3,-0.8,-3.8
CC(C)=CCC/C(C)=C/CNC(=O)C[C@H]1C[C@H](C(=O)N2CCCCC2)[C@@]2(C)c3[nH]c4cc(CCC(=O)N(C)C)ccc4c3CCN2C1=O,.,.,-10.9,1.8,8.1,.,.,-5.8,.
COc1ccc([C@H]2CC(=O)C=C(c3cccc(Br)c3)C2)cc1OC,.,.,-3.6,2.3,-4.7,-0.1,.,-0.3,-6.4
CC(C)Oc1ccc(CC(=O)NNC(=S)Nc2ccc(Br)cc2)cc1,-12.2,88.0,3.6,-3.0,-0.1,-1.4,6.8,-1.7,-5.0
Cc1cnc(C(=O)OCC(=O)Nc2ccc(Br)cc2F)cn1,.,.,3.1,3.4,-7.0,-3.8,.,0.2,-4.1
Cc1cccc(C)c1NC(=O)CCCn1nc(C)c2c(C)n(-c3ccccc3)nc2c1=O,47.5,102.0,0.7,1.9,0.3,-4.6,-5.4,-0.1,0.5
CCCCC(=O)NC(=S)Nc1c(C)cc(Br)cc1C,-1.0,99.0,-7.6,0.9,-33.6,-4.7,5.3,0.7,0.3
COc1cccc(NC(=O)N2CCN(c3ccc(C(F)(F)F)cn3)CC2)c1,-4.6,.,-10.8,-6.5,8.9,18.1*,-1.4,-4.0,-5.1
COCCCn1c2nc3ccccc3nc2c2c(=O)n(-c3ccccc3OC)cnc21,0.2,99.0,-2.0,-0.1,7.7,0.2,-5.7,-1.7,0.3
COc1ccccc1Nc1nnc(SCC(=O)NC2CCCC2)s1,.,.,2.5,-1.8,5.7,-2.0,.,-1.5,0.2
COC(=O)C1=C(C)N(Cc2ccccc2)C(=O)N[C@H]1CCc1ccccc1,.,105.0,7.2,4.2,81.8*,2.3,.,-0.5,-2.3
CCOC(=O)CCSc1nc(C)cc(C(F)(F)F)c1C#N,-12.9,92.0,-1.1,-3.5,-39.7,-1.6,-13.9,7.1,-0.5
CS(=O)(=O)c1ccc(C(=O)Nc2ccc(N3CCOCC3)cc2)c(Cl)c1,51.4,99.0,3.3,-2.0,29.3,4.3,-6.3,-0.7,-2.1
Cc1nc(NC(CC(C)C)C(=O)O)c2nc(C)oc2n1 (configuration not stated),-6.6,95.0,2.6,11.2,18.1,1.8,-2.2,-2.3,-5.5
Cc1cc(C)c2[nH]c(C(=O)N3CCC(n4nccc4NC(=O)C4CC4)CC3)c(C)c2c1,21.8,95.0,0.8,-14.0,-3.0,.,4.7,0.8,-2.4
COc1ccc(C(=O)N/C(=C\c2cccs2)c2nc3ccccc3[nH]2)cc1OC,-5.7,111.0,-2.3,14.2,-42.3,3.2,3.5,-1.3,-0.7
CC(C)C[C@H](NC(=O)C1CC(=O)N(c2ccc3c(c2)OCCO3)C1)C(=O)N1CCCCC1 (some centres not stated),14.4,101.0,1.4,7.3,-2.6,1.2,-2.2,-0.8,4.0
CCCCNc1nc(CC(C)=O)ns1,4.9,103.0,-5.0,-1.7,8.9,1.4,10.6,0.5,-4.0
Cc1ccc(NC(=O)COC(=O)C2CCC2)cc1S(=O)(=O)N1CCOCC1,.,.,-5.7,-6.0,11.3,2.4,.,-0.3,1.8
CCn1cc(C(=O)NCCCN2CCN(C)CC2)c(=O)c2cc(S(=O)(=O)N3CCc4ccccc4C3)ccc21,-4.6,87.0,-2.0,1.9,-2.2,-4.2,1.8,2.9,-5.8
Cc1[nH]c2ccccc2c1C(C[N+](=O)[O-])c1ccco1 (configuration not stated),-8.2,99.0,7.8,2.3,-19.5,-2.2,-6.5,-1.3,-3.4
COc1ccc(C(=O)OC2C(OC)OCC(O)C2O)cc1 (configuration not stated),.,.,4.2,4.4,5.5,.,.,0.6,1.0
COc1cccc2cc(C(=O)N3CCN(C(=O)c4ccccc4)CC3)c(=O)oc12,3.4,94.0,4.1,2.4,35.8,0.2,-13.6,-2.1,-2.5
Cc1ccccc1NCC(=O)N/N=C\c1ccc([N+](=O)[O-])s1,-7.7,104.0,-4.3,0.7,-7.2,-1.1,2.4,1.7,-5.8

# Quoted at random: 3 records from the list, in no set order.
SMILES,PHOSPHO1 inh,MEKK3 PB1 HTS,CHRM4 PAM,IDE cell activ,CRFBP-R2 block,IDE cell inh,pCIP destab,CRFBP-R2 agonist,GalR3 antag
CC(C)Oc1ccc(CC(=O)NNC(=S)Nc2ccc(Br)cc2)cc1,-12.2,88.0,3.6,-3.0,-0.1,-1.4,6.8,-1.7,-5.0
CC(C)C[C@H](NC(=O)C1CC(=O)N(c2ccc3c(c2)OCCO3)C1)C(=O)N1CCCCC1 (some centres not stated),14.4,101.0,1.4,7.3,-2.6,1.2,-2.2,-0.8,4.0
COCCCn1c2nc3ccccc3nc2c2c(=O)n(-c3ccccc3OC)cnc21,0.2,99.0,-2.0,-0.1,7.7,0.2,-5.7,-1.7,0.3
